Compound activity from PubChem.
mcGAS MS inh = inhibitors of mouse cGAS. AID 1259397. recombinant mouse cGAS, cGAMP by RapidFire MS. Q8C6L5. inhibition, % at 12.5 µM. hit rate 0.18% among 130,000;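 active means inhibition of cGAS enzyme activity at or above 60%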;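 further: enzyme stimulated by 45 bp dsDNA with ATP and GTP substrates; cGAMP share of summed cGAMP plus half ATP and half GTP signals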
Target sequence (Q8C6L5 whole entry, looked up): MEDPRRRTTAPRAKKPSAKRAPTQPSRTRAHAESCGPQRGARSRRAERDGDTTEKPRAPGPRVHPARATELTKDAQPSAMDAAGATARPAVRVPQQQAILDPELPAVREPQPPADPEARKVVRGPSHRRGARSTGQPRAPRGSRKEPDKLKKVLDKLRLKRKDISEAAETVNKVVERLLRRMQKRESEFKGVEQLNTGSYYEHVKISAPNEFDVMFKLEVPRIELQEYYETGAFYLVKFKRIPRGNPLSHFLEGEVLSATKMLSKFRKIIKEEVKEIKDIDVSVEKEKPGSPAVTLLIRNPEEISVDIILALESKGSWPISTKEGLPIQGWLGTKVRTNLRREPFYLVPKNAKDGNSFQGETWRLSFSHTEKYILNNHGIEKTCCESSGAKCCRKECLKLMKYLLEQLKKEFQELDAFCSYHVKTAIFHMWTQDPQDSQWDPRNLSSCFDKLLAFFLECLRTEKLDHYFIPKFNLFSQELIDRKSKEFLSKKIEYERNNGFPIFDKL
Active calls of the source: *; & = joins results of further samples.

SMILES	mcGAS MS inh
Cn1ccnc1CN1CCC2(CCCN(Cc3cccc(F)c3F)C2)C1 (centres undefined)	-3
CCOC(=O)c1c(N)nn(C(=O)Cc2ccccc2)c1-c1ccc(OC)cc1	-3
Cc1ccc(C(=O)N2CCOc3ccncc32)cc1C	0
CC(C)Cn1c2c(=O)[nH]c(=O)n(C)c2n2c(-c3ccc(Br)cc3)nnc12	-6
CNC(=O)C(C)N(C)C(=O)CNS(=O)(=O)c1ccc(F)c(C)c1 (centres undefined)	3
COc1cc(-c2nc(C=Nc3ccc(Cl)cc3C)c(O)o2)cc(OC)c1OC	-3
CCn1c(SCC(=O)NCc2ccccc2)nc2c(c1=O)SC(C)C2 (centres undefined)	-9
CC1(c2cccc(Br)c2)NC(=O)N(CC(=O)N2CCCCCC2)C1=O (centres undefined)	-27
CN(CC1CCCO1)C(=O)Nc1ccccc1C(=O)N1CCCCC1 (centres undefined)	-13
CC(=O)NCCn1ccnc1-c1cc2ccccc2s1	-7
Cc1[nH]c2ccccc2c1C1CCN(CC2(CO)COC2)CC1	-7
C=C(Cl)CN1CCN(CC(C)C)CC1	11
CCC1CN(C(=O)Nc2ccc3c(c2)CCC3)CCO1 (centres undefined)	-9
CCOc1cccc2sc(=NC(=O)c3ccc(N4C(=O)CCC4=O)cc3)n(CC)c12	-5
CN1C(=O)CCc2cc(NC(=O)C3CCCCN3CC(F)F)ccc21 (centres undefined)	-15&-1
O=C(CCn1cnnn1)N1CCC(CCC(=O)N2CCN(c3ccccc3)CC2)CC1	-11
Cc1ccc(C(=O)NCC(C)n2nc(C)cc2C)cc1 (centres undefined)	-12
Cc1sc2ncn(CC(=O)c3cc(C)n(C)c3C)c(=O)c2c1C	-3
CCC(c1ccc(Br)cc1)N(C)CC(N)=O (centres undefined)	-6&-4
O=C(CNC(=O)c1ccco1)NC1CCCCCC1	0
CC(C)CSc1nc(-c2ccco2)c(C#N)c(=O)[nH]1	16
CC(=O)C1=C(C)NC(=O)C(C#N)C1c1ccncc1 (centres undefined)	-3
COc1ccc(/C=C/CN2CCN(c3ncccc3C(N)=O)CC2)cc1	-15
CNCc1cc(/C=C/c2ccccc2)ccc1OC	-14
O=C(CSc1nnc(-c2ccc(F)cc2)o1)c1ccc2c(c1)OCO2	-5
CCOc1ccc(C2=NC(=Cc3cccc(OC)c3)C(=O)O2)cc1	-11
O=C(c1cc2n(n1)C(C(F)(F)F)CC(c1ccco1)N2)N1CCCCCC1 (centres undefined)	8
COc1ccc(S(=O)(=O)NC(=O)C2(C)CCN2C(=O)Cc2ccc(C(C)(C)C)cc2)cc1 (centres undefined)	-3
C=CCN(C/C=C/c1ccccc1)C(=O)c1cc(C)nc(C)n1	-19
O=C1CCCN1CC(=O)N1CCC2(CCCN(Cc3ccc(F)cc3)C2)C1 (centres undefined)	2
CCc1cc(C(=O)NCc2cc(C)cc3c(C)c(CC)[nH]c23)n(C)n1	0
COc1cccc(CNc2nn[nH]n2)c1OCc1ccc(C)cc1	-20
Cc1ccccc1CC(=O)N1CCOC(COc2ccc(F)cc2)C1 (centres undefined)	-4
O=C1C(=O)N(C23CC4CC(CC(C4)C2)C3)C(=S)N1c1ccccc1	-22
CC1(C(=O)NS(=O)(=O)c2ccc(C#N)cc2)CCN1C(=O)Cc1ccc(Cl)cc1Cl (centres undefined)	-3
Cc1cc(Cl)ccc1S(=O)(=O)NCc1nccn1C(F)F	-6
COC(=O)c1c(C)cccc1NCC(=O)Nc1ccccc1F	-5
CN1CCN(c2ccnc(C(=O)O)c2)CC1	-2
CC1CCN(CC(=O)Nc2ccc(Br)cn2)CC1	-9
CC(C)Cn1c(=S)[nH]c2scc(-c3cccs3)c2c1=O	1
CCCCCCn1c(SCC(C)=O)nc2c1c(=O)[nH]c(=O)n2C	-5
Cc1ccc2nc(-c3ccccc3)nc(-c3cccc([N+](=O)[O-])c3)c2c1	-9
C1CCN=C(Nc2nnc(C34CC5CC(CC(C5)C3)C4)s2)CC1	-5
Cc1nc([N+](=O)[O-])cn1CCC(=O)Nc1ccccc1Nc1ccccc1	-14
Cc1cc(NC(=O)c2ccc(C)c(F)c2)n(C2CCS(=O)(=O)C2)n1 (centres undefined)	-1
Cc1cc(C)n(C(C[N+](=O)[O-])c2ccccc2Cl)n1 (centres undefined)	-8
Cc1ccc(-n2c(SCC(=O)NCC3CCCO3)nc3c(c2=O)SCC3)cc1 (centres undefined)	-5
CC(C)c1ccc(CN2CCCC(O)(CN(C)Cc3ccoc3)C2=O)cc1 (centres undefined)	-1
CCOC(=O)c1c(C)nc2sc(C)nn12	-8
CCc1nnc(Cn2c3c(sc2=O)CCCC3)o1	-9
CCCn1cc(NC(=O)N(C)CCN(C)C2CCCCC2)ccc1=O	-6
Fc1ccccc1-c1cn2c(n1)sc1ccccc12	-6
O=c1c(CNCc2ccc(F)cc2)coc2ccccc12	3
COc1ccc(S(=O)(=O)CC(=O)N(CCN(C)C)c2nc3c(C)ccc(Cl)c3s2)cc1	-2
Cc1cc(C)c2sc(NCC(C)C)nc2c1	-1
CN1C(=O)c2cccc(NC(=O)/C=C/c3ccccc3Cl)c2C1=O	-6
COc1ccc(NC(=O)c2sc(=O)n(Cc3ccc(C(=O)N(C)C)cc3)c2C)cc1	-6
Cc1nn(-c2ccccc2Cl)c(C)c1CCC(=O)N(C)CCc1ccncc1	-15
Cc1nn(C)c(C)c1CC(=O)N(c1ccc(O)cc1)S(=O)(=O)c1ccccc1	-5
CNc1cnc(-c2c(OC)cccc2OC)cn1	-7
(listing goes on)
SMILES	mcGAS MS inh
O=C(c1ccco1)N1CCCN(c2nccc(N3CCCC(O)C3)n2)CC1 (centres undefined)	-7
CC1(C)CC(=O)C=C(C(=O)N2CCC3(CCNC3=O)CC2)O1	1
COC(=O)c1cc(-c2ccccc2)nc2c1c(C)nn2C1CCS(=O)(=O)C1 (centres undefined)	-7
Cc1cc(C)nc(NS(=O)(=O)c2ccc(NS(=O)(=O)c3ccc4c(c3)OCCO4)cc2)n1	-6
O=c1[nH]c(NC2CCCC2)nnc1Cc1ccc(F)cc1	-9
CCOCc1cc(C(=O)NS(C)(=O)=O)ccc1OC	-4
COC(=O)[C@@H](NC(=O)N(Cc1ccncc1)C1CCN(C)CC1)C(C)C	-18
Cc1cn2c3c(=O)n(Cc4ccc(F)cc4)c(=O)n(C)c3nc2n1CCN1CCOCC1	-3
CCCn1c(CN2CCCCC2)n[nH]c1=O	-14
Cc1cc(C)n(C(C)C(=O)NCC(=O)Nc2ccc(F)c(F)c2F)n1 (centres undefined)	-4
Cc1cc(C)n(C(C[N+](=O)[O-])c2ccccc2)n1 (centres undefined)	-7
CC(COc1cccc(C#N)c1)OC(=O)c1ncoc1C(C)C (centres undefined)	-5
CC1=CCC=CC1C(=O)N1CCOC(c2ccccc2)C1 (centres undefined)	-3
COc1ccc(OCC2CN(C(=O)Cc3cc(OC)cc(OC)c3)CCO2)cc1 (centres undefined)	-2
COCCN(Cc1ccc(C)cc1)CC1CCOC1 (centres undefined)	-3
CN(c1ccccc1NCC(=O)N1CCN(C(=O)C2CC2)CC1)C1CCCC1	1
CNc1cccc(-c2ccccc2O)n1	3
CCOC(=O)COc1ccc(C)cc1-c1ccno1	-7
O=C1NCCN1CCNS(=O)(=O)c1ccc2ccccc2c1	-25
Cc1nc(C(F)(F)F)nc(N2CCc3nnc(C4CCCO4)n3CC2)c1C (centres undefined)	-14
O=C(NCCn1nc(-c2ccncc2)ccc1=O)c1ccc(-c2ccccc2)cc1	-6
CCC(CC)(NCN1C(=O)CN(c2ccccc2)C1=O)c1ccc(Cl)cc1	5
CCOc1c(CC)cnc2c1c(=O)n(CC(=O)NC1CCCC1)c(=O)n2C	-2
COc1ccc(-c2c(=O)n(O)c3ccccc3[n+]2[O-])c(OC)c1	4
CCn1c(CC2CCN(Cc3ccc(OC)c(C)c3)CC2)nn(C)c1=O	0
Cc1ccc(NC(=O)CSc2nnc(-c3cccs3)o2)c(F)c1	-15
CC(=O)NC1CCN(c2cc(C3CCNCC3)nc(C)n2)CC1	-5
CCC1CN(Cc2[nH]nc3cc(OC)ccc23)CCN1C(C)C (centres undefined)	-21
CCC(=O)NNC(=O)C(C)N(Cc1ccccc1)Cc1ccco1 (centres undefined)	-8
CS(=O)(=O)N1CCN(c2ccc(Nc3ccccn3)nn2)CC1	-5
Cn1c(=O)n(Cc2cccc3ccccc23)c(=O)c2c1nc1n2CCCN1C1CCCCC1	-9
CC(NC(=O)NC(C)(C)C)C1CCCN(C(=O)c2ccc(F)cc2)C1 (centres undefined)	-7
O=c1c2ccccc2ncn1Cc1cc(=O)n2ccsc2n1	-1
COc1ccc(CC(=O)N(C2CCC(C)CC2)C2CC2)c(OC)c1OC (centres undefined)	0
CNC(=O)[C@@H]1C[C@@H](N)CN1Cc1cnc(C(C)(C)C)nc1	-14
CC1=NC2=C(C(=O)CCC2)C(c2cccc([N+](=O)[O-])c2)C1C(=O)OC1CCCCC1 (centres undefined)	-2
C=CCN(C1CCc2ccccc21)S(=O)(=O)/C=C/c1ccccc1 (centres undefined)	-22
CCOC(=O)C1=C(C)N=c2s/c(=C\c3cccs3)c(=O)n2C1c1ccc2c(c1)OCO2 (centres undefined)	-6
O=C(NCCOc1cc(N2CCOCC2)ncn1)Nc1ccccc1	2
CN(C)c1nc(N)nc(COc2ccc3cc(Br)ccc3c2)n1	-11
Cc1cn[nH]c1	0
COc1cc(-c2ccc(=O)n(CC(N)=O)n2)cc(OC)c1OC	-11
CC(=O)c1c(C)cc(C)c(CN(C)CC(O)CN2CCOCC2)c1C (centres undefined)	-11
O=C(CSc1nnc(CNC(=O)c2ccco2)o1)NCc1ccco1	-7
CN(c1ccc(CNC(=O)c2nccnc2N)cc1)S(C)(=O)=O	-18
O=C(CCc1ccccc1)N1CCCC(OCc2cccc(C(F)(F)F)c2)C1 (centres undefined)	-2
CCN1C(=N)C(C#N)C(c2ccc3[nH]c4ccccc4c3c2)c2nc(C)oc21 (centres undefined)	-22
Nc1cc(S(=O)(=O)N2CCCCC2)ccc1Oc1ccc(Cl)cc1	3
CN(Cc1c(F)cccc1Cl)S(=O)(=O)CCn1c(=O)cnc2ccccc21	5
COc1ccc(-c2csc(NCc3ccco3)n2)cc1F	7
CC(=O)Nc1cccc(NC(=O)Cc2ccc(C)cc2)c1	-15
NS(=O)(=O)c1cnc(NC2CCCN(c3ccc(OC(F)F)cc3)C2=O)s1 (centres undefined)	-21
CCC(NC(=O)CN1CCCN(C(C)=O)CC1)c1ccc(Br)cc1 (centres undefined)	-88
CN(CCCc1cc(-c2ccc(F)cc2)n[nH]1)c1ncccc1C#N	-13
CNC(=O)COc1ccc(Oc2ccc(C)cc2)cc1	-10
CCn1c(O)c(C(C)=NNC(=O)C2CCCCC2)c(=O)n(CC)c1=S	-1
Cc1cc(C(F)(F)F)nc(CCNC(=O)C2CCC(=O)N(C3CC3)C2)n1 (centres undefined)	-6
CC1ON=C(c2ccc(CN3CCOCC3)cc2)N(Cc2cccc(F)c2)C1=O (centres undefined)	-10
CC1(C(=O)NS(=O)(=O)c2cccc(F)c2)CCN1C(=O)C1(c2ccc(Cl)cc2)CCC1 (centres undefined)	-18
O=C(CCl)N1CCN(S(=O)(=O)c2c(F)cccc2F)CC1	3

Part of the list above, set out differently:
> Nc1cc(S(=O)(=O)N2CCCCC2)ccc1Oc1ccc(Cl)cc1
  mcGAS MS inh: 3

> CN(Cc1c(F)cccc1Cl)S(=O)(=O)CCn1c(=O)cnc2ccccc21
  mcGAS MS inh: 5

(listing goes on)
SMILES	mcGAS MS inh
COc1ccccc1-c1cnc(C(O)c2ccc(C)cc2)[nH]1 (centres undefined)	-3
Nc1cccc2c1C(=O)c1cccc(N)c1C2=O	-2
S=C(Nc1ccccn1)Nc1c(Cl)cccc1Cl	-3
c1ccc(-n2c(SCc3cc(-c4ccco4)on3)nnc2C2CC2)cc1	-8
CCc1oc(=O)c(NC(=O)c2ccccc2)cc1C(=O)OC	-9
O=C(NCCn1nc(-c2cccnc2)ccc1=O)c1ccc(C(F)(F)F)cc1	-10
CCN(C(=O)COC(=O)c1ccc(O)cc1)C1CCCCC1	1
CN(C)c1ccc(C(=O)N=Nc2c(O)[nH]c3ccccc23)cc1	-5
CN1C(=O)C2(OCC(CO)([N+](=O)[O-])CO2)c2ccccc21 (centres undefined)	2
O=c1c(Cl)c(Cl)cnn1CN1CCCC1c1cccc2ccccc12 (centres undefined)	-8
COC(=O)[C@@H]1C[C@@H](O)CN1Cc1c(C(=O)N2CCCC2)nc2sccn12	14
Oc1ccc(N2CCN(CC(O)Cn3cccn3)CC2)cc1 (centres undefined)	-4
Cc1ccc(S(=O)(=O)CCOC2CCCCC2C)nc1 (centres undefined)	-7

20 neighbouring compounds from above, for reference:
SMILES	mcGAS MS inh
CN(CCCc1cc(-c2ccc(F)cc2)n[nH]1)c1ncccc1C#N	-13
CNC(=O)COc1ccc(Oc2ccc(C)cc2)cc1	-10
CCn1c(O)c(C(C)=NNC(=O)C2CCCCC2)c(=O)n(CC)c1=S	-1
Cc1cc(C(F)(F)F)nc(CCNC(=O)C2CCC(=O)N(C3CC3)C2)n1 (centres undefined)	-6
CC1ON=C(c2ccc(CN3CCOCC3)cc2)N(Cc2cccc(F)c2)C1=O (centres undefined)	-10
CC1(C(=O)NS(=O)(=O)c2cccc(F)c2)CCN1C(=O)C1(c2ccc(Cl)cc2)CCC1 (centres undefined)	-18
O=C(CCl)N1CCN(S(=O)(=O)c2c(F)cccc2F)CC1	3
COc1ccccc1-c1cnc(C(O)c2ccc(C)cc2)[nH]1 (centres undefined)	-3
Nc1cccc2c1C(=O)c1cccc(N)c1C2=O	-2
S=C(Nc1ccccn1)Nc1c(Cl)cccc1Cl	-3
c1ccc(-n2c(SCc3cc(-c4ccco4)on3)nnc2C2CC2)cc1	-8
CCc1oc(=O)c(NC(=O)c2ccccc2)cc1C(=O)OC	-9
O=C(NCCn1nc(-c2cccnc2)ccc1=O)c1ccc(C(F)(F)F)cc1	-10
CCN(C(=O)COC(=O)c1ccc(O)cc1)C1CCCCC1	1
CN(C)c1ccc(C(=O)N=Nc2c(O)[nH]c3ccccc23)cc1	-5
CN1C(=O)C2(OCC(CO)([N+](=O)[O-])CO2)c2ccccc21 (centres undefined)	2
O=c1c(Cl)c(Cl)cnn1CN1CCCC1c1cccc2ccccc12 (centres undefined)	-8
COC(=O)[C@@H]1C[C@@H](O)CN1Cc1c(C(=O)N2CCCC2)nc2sccn12	14
Oc1ccc(N2CCN(CC(O)Cn3cccn3)CC2)cc1 (centres undefined)	-4
Cc1ccc(S(=O)(=O)CCOC2CCCCC2C)nc1 (centres undefined)	-7

These rows are one share of the data; the hit share may differ from the screen's.
